Screening data (PubChem BioAssay)
NCI-60 one-dose screen, 48 h, at 10 µM unless noted. Numbers give growth in % (100 = growth as untreated, 0 = no growth, -100 = all killed).
A549/ATCC: A549/ATCC NSCLC | hit rate 3.7% among 81,000 | AID 1794740
SK-MEL-28: SK-MEL-28 melanoma; hit rate 4.1% among 81,000; AID 1794761
HOP-92: HOP-92 NSCLC cells | hit rate 6.3% among 71,000 | AID 1794738
HOP-62: HOP-62 NSCLC | hit rate 3.9% among 80,000 | AID 1794735
M14: M14 melanoma; AID 1794745; hit rate 6.2% among 80,000
SK-MEL-2: SK-MEL-2 melanoma | hit rate 4.7% among 77,000 | AID 1794763
EKVX: EKVX NSCLC; hit rate 3% among 71,000; AID 1794765
SK-MEL-5: SK-MEL-5 melanoma | hit rate 6.4% among 80,000 | AID 1794755
Active calls of the source: *; . = not tested or not shown; & = joins results of further samples; [ ] = another dose, or the depositor's remark. How the source made its calls: active means growth percent below 10; inactive means the rest. Rows are unselected. About 11% of those tested had a hit in this group.

SMILES	A549/ATCC	SK-MEL-28	HOP-92	HOP-62	M14	SK-MEL-2	EKVX	SK-MEL-5
CSc1nc(COC(=O)NC(C)C)c(COC(=O)NC(C)C)n1Cc1ccccc1	100&101	106&105	102&93	94&92	104&103	102&101	101	104&99
CCCCCCCCCCC(=O)CCCCCCCCCC	98	106	148	92	100	111	.	102
c1ccc2c(c1)ccc1nnnn12	104	115	53	95	103	108	92	105
COc1cc(/C=C/C(=O)C2=C(C#N)C(=C(C#N)C#N)NC2(O)/C=C/c2ccc(O)c(OC)c2)ccc1O (stereo unspecified)	88	93	97	83	94	70	104	88
CCCCCCOc1nc2c(c(=O)n(C)c(=O)n2C)n1C	97	110	77	109	105	105	106	99
C/C=C\Cc1ccc(OCCOC(=O)NC)cc1	79	108	74	85	102	92	98	97
CC1(C)NC2=C(C(Nc3cccnc3)N1)C(c1ccc(F)cc1)C(C(=O)c1ccc(N=[N+]=[N-])cc1)O2 (stereo unspecified)	98	99	89	100	103	103	97	100
CC(CCc1ccc(Cl)c(Cl)c1)NCc1ccc(C(C)(C)C)cc1 (stereo unspecified)	61	92	59	86	86	105	102	93
COc1ccc(COc2ccc(/C=C3\C(=O)Nc4ccccc43)cc2OC)cc1	109	107	101	100	.	108	100	108
COc1ccc(Cn2cc(CSc3nc4ccccc4o3)nn2)cc1	97	102	104	93	105	118	100	106
CC1=CNC(=O)CC(C)(C)C1	94	109	.	100	.	103	.	92
COC(=O)CC[C@@H]1O[C@@H](c2ccc(F)cc2)C[C@H]1O	100	97	79	97	99	96	88	102
Cc1c(NCc2nnc3n(Cc4ccccc4)c(=O)c4c5c(sc4n23)CCCC5)c(=O)n(-c2ccccc2)n1C	67	103	.	105	83	97	85	81
CCCCCCCCc1cc[n+](CC(=O)c2ccc(Br)cc2)cc1	-84*	33	24	8.0*	.	0.3*	36	-93*
Nc1cc(-c2ccc(Cl)cc2)nn1-c1nc2ccccc2nc1Cc1ccccc1	78	93	.	89	90	100	79	87
COc1ccc(N/N=C(\C#N)C(=O)Nc2cc(-c3ccccc3)nn2-c2ccccc2)cc1	73	63	32	81	55	85	56	22
Cc1nn(-c2ccccc2)c2nc(C)n(C(=O)N/N=C/c3cccc([N+](=O)[O-])c3)c(=O)c12	84	98	103	99	80	93	49	91
O=C1c2cccc(O)c2C(=O)c2c(O)cccc21	83	135	.	107	77	89	78	71
CCCCCCN(CCCCCC)CC(O)c1ccc2cc(Br)c3ccccc3c2c1 (stereo unspecified)	77	105	67	98	86	108	112	106
Ic1ccc2c(c1)C1c3ccccc3C2c2ccccc21	84	95	.	78	102	86	.	102
CCOc1ccc(N2C(=O)C(=O)C(C#N)(c3nc4ccccc4o3)C(=O)C2=O)cc1	101	109	115	117	109	107	101	106
CC(=O)C1=C(C)NC(SCc2nnc(-c3ccc(Cl)cc3)o2)=NC1c1ccc(Cl)cc1 (stereo unspecified)	79	100	74	88	91	.	94	93
NS(=O)(=O)c1ccc(NC(=O)CSc2ccc(-c3ccc(Cl)cc3)nn2)cc1	104	79	78	89	19	123	101	70
CCCC/C=C(\C)C(C)(C#N)C(=O)OCC (stereo unspecified)	95	102	91	91	103	102	127	104
Cc1cc(=O)n2c(C(=O)N/N=C/c3ccncc3)nn(-c3ccc(S(N)(=O)=O)cc3)c2n1	102	108	112	105	101	104	107	105
NS(=O)(=O)c1ccc(C2C3=C(CCCC3=O)OC3=C2C(=O)c2ccccc2C3=O)cc1 (stereo unspecified)	-35*	-57*	-32*	-90*	-95*	-74*	-55*	-95*
Cc1ccccc1NC(=O)N(O)C1(C#N)CCCCC1	96	116	.	103	115	124	99	112
O=C(c1ccccc1)N(C(=O)c1ccccc1)N1CCCC1	.	114	.	104	102	96	103	98
COc1ccc(NC2=C(Cl)C(=O)C(C)=C(C)C2=O)cc1OC	87	108	130	100	96	84	74	.
O=C(CN(C(=O)c1ccccc1)C(=O)c1ccccc1)OCc1ccccc1	92	95	75	104	98	107	102	102
CC(C)C(=O)Nc1cccc(C(=O)NC(=S)Nc2ccc(C(=O)O)cc2)c1	105[100 µM]	102[100 µM]	110[100 µM]	105[100 µM]	108[100 µM]	108[100 µM]	104[100 µM]	100[100 µM]
COc1ccc(CNC(=O)C(O)C(Cc2ccccc2)NC(=O)c2[nH]c3ccccc3c(=O)c2C)cc1 (stereo unspecified)	106	105	105	100	110	108	107	103
Clc1ccc(C2=Nn3c(nnc3-c3cc(Cl)cc(Cl)c3Cl)SC2)cc1	58	62	56	16	12	80	71	0.7*
CNC(=O)c1cc(N2CCc3cc(NC(=O)Nc4ccc(N5CCN(C)CC5)c(C(F)(F)F)c4)ccc32)ccn1	69	7.3*	69	77	62	99	82	86
CC(c1ccccc1)C(C#N)c1ccccc1 (stereo unspecified)	103	113	81	102	111	114	107	100
CC(=O)O[C@H]1CC[C@]2(C)[C@H]3CC[C@@H]4[C@H]5[C@H](C(C)C)CC[C@]5(C(=O)NCCN=C(N)N)CC[C@@]4(C)[C@]3(C)CC[C@H]2C1(C)C	80	80	91	98	103	138	120	84
CCCCOC(=O)c1ccccc1C(=O)OC(C)C(=O)OCCCC (stereo unspecified)	105	115	.	111	104	95	108	95
COc1ccc(-c2onc(N)c2-c2cc(OC)c3c(c2)OCO3)cc1	32	47	64	29	-1.0*	14	62	1.3*
Fc1ccc2nc3c(cc2c1)CSc1nnc(-c2ccc[nH]c2=S)n1N3	108	102	78	93	99	98	94	96
NS(=O)(=O)c1ccc(CN2C(=O)CCC2=O)cc1	101	105	104	93	110	93	105	101
CC(C)(C)C(=O)/C=c1/[nH]c(=O)/c(=C/c2ccc(O)cc2)s1	80	103	101	93	105	114	91	86
O=C(Oc1ccccc1)c1ccc(Cl)cc1	94	110	127	103	105	101	97	102
Nc1nc(Nc2ccccc2SSc2ccccc2Nc2nc(N)nc(-c3ccc(C(F)(F)F)cc3)n2)nc(-c2ccc(C(F)(F)F)cc2)n1	5.2*	96	91	48	72	94	45	89
CC(=O)N(C)c1cc([N+](=O)[O-])ccc1OCc1ccccc1	110	124	99	98	107	101	84	102
O=C(O)c1ccccc1C(=O)c1ccc(F)cc1	96	102	105	93	106	103	.	101
O=C(Nc1ccccc1)c1c(-c2ccccc2)[n+](=O)c2ccc(Cl)cc2n1[O-]	57	89	77	86	83	82	55	40
O=C1Nc2ccc(Cl)cc2/C1=N/c1nc(-c2ccc(Cl)cc2)cs1	7.9*	16	-13*	-5.1*	1.3*	-2.6*	26	8.2*
COc1ccc(NC(=O)CSc2oc(-c3ccccc3)nc2S(=O)(=O)c2ccc(C)cc2)c(OC)c1	82	118	84	86	106	87	88	89
Cc1cc(C)c2c(n1)sc1c(NCc3ccccc3)ncnc12	105	101	104	115	100	121	.	94
COc1cc(Cc2cnc(N)nc2N)cc(OC)c1OC	108&113	113&119	98	98&110	106&111	85&115	105&102	105&101
Cn1c(=O)c2[nH]c(NN=O)nc2n(C)c1=O	95	114	89	102	105	107	101	96
O=C(Nc1ccc(C(F)(F)F)cc1)Nc1ccc(F)c(C(=O)c2c[nH]c3ncccc23)c1F	92	92	75	82	68	74	89	82
O=C1C(=O)N(CCCCn2cc(-c3ccccc3)nn2)c2ccccc21	108	113	101	106	96	122	94	100
COc1ccc(S(=O)(=O)N/N=C/C(=O)OCOC(=O)C(C)(C)C)cc1	99[100 µM]	112[100 µM]	108[100 µM]	111[100 µM]	107[100 µM]	120[100 µM]	105[100 µM]	101[100 µM]
COc1ccc(C2C(C#N)=C(N)Oc3c2c(C)nn3-c2ccc(Cl)cc2)cc1 (stereo unspecified)	101	106	88	95	96	101	92	101
COc1cc(/C=C\c2cc(/C=C\c3ccc(O)c(OC)c3)n(C(=O)CNc3ccc(F)c(Cl)c3)n2)ccc1O	68	92	.	87	105	83	90	72
CCCCCCCc1n(Cc2ccc3ccccc3c2)c2ccccc2[n+]1Cc1ccc2ccccc2c1	-78*	-85*	-84*	-71*	-72*	-75*	-74*	-93*
CN1c2ccnn2CC1c1ccccc1 (stereo unspecified)	96	117	94	104	107	97	111	106
O=C1N/C(=N/N=C(c2ccccc2)c2ccccc2)S/C1=C\c1ccccc1	78	99	77	91	94	102	93	97
OCCN1C[C@@H](O)[C@@H](O)C(O)C1CO (stereo partly specified)	92	113	.	111	103	118	91	.
More compounds follow.
SMILES	A549/ATCC	SK-MEL-28	HOP-92	HOP-62	M14	SK-MEL-2	EKVX	SK-MEL-5
CNC(=O)c1nc(Nc2ccc(NC(=O)Nc3ccc(Cl)cc3)cc2)c2ccccc2n1	102	110	101	95	107	104	105	98
Cc1c(C(=O)N=Nc2c(O)[nH]c3ccccc23)oc2ccccc12	102	108	81	78	100	96	69	.
C(=N\N=C1c2ccccc2-c2ccccc21)/c1ccc2c(c1)OCO2	101	97	101	.	89	88	81	95
COc1cccc(C(c2cc3c(cc2O)OCO3)N2CCOCC2)c1OC (stereo unspecified)	100	.	100	101	104	101	98	99
CC1(C)CC(=O)C(C(N)=O)C(=O)C1	95	108	108	98	103	99	95	103
Cc1ccc(/C=C2\SC(N3CCCCC3)=NC2=O)s1	87	107	100	124	111	100	.	92
Cc1cc(C)n(-c2nc(-c3cc4ccccc4oc3=O)cs2)n1	96	106	75	86	89	107	91	98
COc1cc(OC)c(S(N)(=O)=O)cc1C(C)=O	104	107	.	113	109	.	102	.
COc1ccc(-c2c(C#N)c(-c3ccco3)nc3c2c(-c2ccccc2)nn3-c2ccccc2)cc1	103	104	118	109	97	101	98	103
C#CCOC(=O)[C@H](C)[C@@H]1CC[C@]2(COC(C)=O)CC[C@]3(C)[C@H](CC[C@@H]4[C@@]5(C)CC[C@H](OC(C)=O)C(C)(C)[C@@H]5CC[C@]43C)[C@@H]12	71	90	64	100	88	80	88	69
Cc1c(C(=O)NC(Cc2ccccc2)C(=O)C(=O)NCCc2ccccn2)[nH]c2ccccc2c1=O (stereo unspecified)	91	107	104	95	103	110	91	100
S=C(c1ccc2c(c1)OCO2)N1CCN(c2ccccc2Cl)CC1	98	103	67	102	99	97	124	90
Cc1cc(C)c2c(N)c(C(=O)c3ccccc3)sc2n1	96	110	.	114	119	120	108	97
O=C(O)c1ccccc1Nc1ccccc1	100	108	96	91	103	115	106	100
O=C(OC(c1ccccc1)C(OC(=O)c1ccccc1)c1ccccc1)c1ccccc1 (stereo unspecified)	90	113	92	98	99	98	107	100
COC(=O)[C@@]12CC=C(C)[C@]3(C[C@H](c4ccoc4)OC3=O)[C@H]1C=C[C@@H](O)[C@@]2(O)C(=O)OC	85	105	102	91	101	85	95	107
CCOC(=O)/C(CC)=N\O	96	115	102	93	97	101	.	102
O=S(=O)(c1ccc(NCn2ccnc2)cc1)c1ccc(NCn2ccnc2)cc1	111	107	86	106	107	110	110	102
O=C1C[C@H](Sc2nc(-c3ccc(F)cc3)cc(C(F)(F)F)n2)[C@H]2CO[C@@H]1O2	102	105	105	104	98	107	107	98
N/C(=N\S(=O)(=O)c1ccc2oc(=O)ccc2c1)Nc1nc2ccccc2s1	99	112	82	85	95	91	91	94
C1CN(CCN2CCOCC2)CCO1	105	104&99	114	98&100	91	102	114	99
COc1cc(-n2cc(COc3ncnc4sc5c(c34)CCCC5)nn2)cc(OC)c1OC	77	91	63	92	83	89	69	62
Cc1ccc(NC(=O)NCn2c(=O)[nH]c3ccccc3c2=O)cc1	81	95	31	45	79	93	88	85
COc1cc2nc3cc([N+](=O)[O-])ccc3c(NCCNCC(C)(C)O)c2cc1OC	-9.8*	-26*	-46*	-23*	-76*	-46*	7.1*	-71*
O=C(Oc1ccc[nH]c1=O)c1cccc(Cl)c1	101	127	.	91	96	108	104	100
O=c1[nH]c2nnc(/C=C/c3ccco3)c(=O)n2nc1/C=C\c1ccco1	104	109	78	94	99	36	92	104
O=C(O)CCCN1C(=O)/C(=C/c2cn(-c3ccccc3)nc2-c2cccc([N+](=O)[O-])c2)SC1=S	57	52	120	54	19	80	77	52
CC(C)(C)CC(C)(C)NS(=O)(=O)NC(C)(C)CC(C)(C)C	90	95	88	95	94	109	84	86
C=CCSc1ccc(C)cc1	101	109	76	100	97	102	100	104

Among those listed so far, 10 have an NH in an aromatic ring.
SMILES	A549/ATCC	SK-MEL-28	HOP-92	HOP-62	M14	SK-MEL-2	EKVX	SK-MEL-5
COc1ccc(CNC(=O)C(O)C(Cc2ccccc2)NC(=O)c2[nH]c3ccccc3c(=O)c2C)cc1 (stereo unspecified)	106	105	105	100	110	108	107	103
Fc1ccc2nc3c(cc2c1)CSc1nnc(-c2ccc[nH]c2=S)n1N3	108	102	78	93	99	98	94	96
CC(C)(C)C(=O)/C=c1/[nH]c(=O)/c(=C/c2ccc(O)cc2)s1	80	103	101	93	105	114	91	86
Cn1c(=O)c2[nH]c(NN=O)nc2n(C)c1=O	95	114	89	102	105	107	101	96
O=C(Nc1ccc(C(F)(F)F)cc1)Nc1ccc(F)c(C(=O)c2c[nH]c3ncccc23)c1F	92	92	75	82	68	74	89	82
Cc1c(C(=O)N=Nc2c(O)[nH]c3ccccc23)oc2ccccc12	102	108	81	78	100	96	69	.
Cc1c(C(=O)NC(Cc2ccccc2)C(=O)C(=O)NCCc2ccccn2)[nH]c2ccccc2c1=O (stereo unspecified)	91	107	104	95	103	110	91	100
Cc1ccc(NC(=O)NCn2c(=O)[nH]c3ccccc3c2=O)cc1	81	95	31	45	79	93	88	85
O=C(Oc1ccc[nH]c1=O)c1cccc(Cl)c1	101	127	.	91	96	108	104	100
O=c1[nH]c2nnc(/C=C/c3ccco3)c(=O)n2nc1/C=C\c1ccco1	104	109	78	94	99	36	92	104
